Coupling enz: inhibits coupling enzyme system, counter-screen for aldolase hits | AID 2472 | coupling enzyme system counterscreen, AmpLite Red fluorescence | 290,000 compounds, 0.67% hits | activity change, negative = inhibition, % at 58.2 µM, hits read low; in the data active = activity change below about -30%
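Compounds tested against the coupling enzymes alone at 57.5 uM final; readout was AmpLite Red fluorescence (525/598 nm) after 20 min at RT.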
USP2a block: USP2a (human) protease inhibition | O75604 | USP2 core, Ub-CHOP2 coupled fluorogenic reporter, 485/531 | Potency, µM (titrated, usually from 38.3 µM), for inactives: top-dose activity change, negative = inhibition, actives largely listed as inhibitors | 330,000 compounds, 0.01% hits | AID 463254;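 note: potency is the fitted concentration of half-maximal effect; plate controls were DMSO wells for no effect and full inhibition by NEM control for full effect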
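USP2 core (10nM final) preincubated 30min RT with compound in 20mM Tris-HCl pH 8.0, 2mM CaCl2, 2mM beta-mercaptoethanol, 0.05% CHAPS; 25nM Ub-CHOP2 plus 25nM reporter substrate added, fluorescence (Ex485/Em531) read after 60min.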
uPA surface inh: blocks generation of uPA at the cell surface | cell surface uPA generation assay, qHTS | Potency, µM (top dose mostly 38.3 µM), for the others: at the top dose activity change, negative = inhibition, usual class: inhibitors | 330,000 compounds, 0.31% hits; active = well fitted inhibition curve with a large enough effect; inconclusive = small, poorly fitted or top-dose-only effect; inactive = no such curve, though single readings can be large or run the other way; tested in mouse RAW 264.7 cells; note: potency is the fitted concentration of half-maximal effect; nearly all actives have a fitted effect of over 55% in size
KCNH2 WT inh: blocks the wildtype human KCNH2 potassium channel. Q12809. U2OS, BacMam KCNH2, thallium flux FluxOr; stronger effect = lower value. activity change, % at 1.84 µM. 340,000 compounds, 0.37% hits. AID 720551;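 active = maximum activity change below -70%; inconclusive = maximum activity change between -70% and -50%; inactive = maximum activity change above -50%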
Target sequence (Q12809 whole entry, looked up): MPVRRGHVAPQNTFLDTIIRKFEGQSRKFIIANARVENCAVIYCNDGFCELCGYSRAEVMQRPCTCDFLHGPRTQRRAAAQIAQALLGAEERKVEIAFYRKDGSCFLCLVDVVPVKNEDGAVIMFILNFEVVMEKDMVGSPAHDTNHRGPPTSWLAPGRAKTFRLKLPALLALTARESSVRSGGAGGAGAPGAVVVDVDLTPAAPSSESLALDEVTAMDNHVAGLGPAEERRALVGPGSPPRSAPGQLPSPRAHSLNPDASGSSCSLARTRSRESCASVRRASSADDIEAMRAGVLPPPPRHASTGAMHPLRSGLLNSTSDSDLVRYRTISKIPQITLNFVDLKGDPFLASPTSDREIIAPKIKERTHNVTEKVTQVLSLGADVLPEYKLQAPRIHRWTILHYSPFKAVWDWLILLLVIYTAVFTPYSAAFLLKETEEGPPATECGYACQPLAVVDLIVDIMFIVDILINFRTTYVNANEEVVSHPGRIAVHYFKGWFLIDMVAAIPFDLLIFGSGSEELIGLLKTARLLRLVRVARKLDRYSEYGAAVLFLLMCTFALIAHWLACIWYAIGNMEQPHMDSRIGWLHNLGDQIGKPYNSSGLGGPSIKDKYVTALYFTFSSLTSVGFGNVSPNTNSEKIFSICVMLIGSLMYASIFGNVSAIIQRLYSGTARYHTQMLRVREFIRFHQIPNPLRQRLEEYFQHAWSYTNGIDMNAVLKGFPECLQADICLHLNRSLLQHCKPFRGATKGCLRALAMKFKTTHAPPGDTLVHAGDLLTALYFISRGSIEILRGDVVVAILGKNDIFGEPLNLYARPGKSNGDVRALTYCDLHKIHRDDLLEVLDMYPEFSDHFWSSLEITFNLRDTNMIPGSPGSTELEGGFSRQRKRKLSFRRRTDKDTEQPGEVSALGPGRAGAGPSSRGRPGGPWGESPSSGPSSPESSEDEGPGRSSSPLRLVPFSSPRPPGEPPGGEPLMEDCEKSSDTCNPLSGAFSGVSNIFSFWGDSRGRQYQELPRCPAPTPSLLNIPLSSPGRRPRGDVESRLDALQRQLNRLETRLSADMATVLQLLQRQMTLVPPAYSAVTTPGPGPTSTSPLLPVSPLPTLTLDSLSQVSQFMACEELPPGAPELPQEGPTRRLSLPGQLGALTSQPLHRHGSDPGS
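U2OS cells transduced with wild-type KCNH2 virus are loaded with FluxOr dye for 45 min, and thallium flux is measured in kinetic reads before and after stimulation buffer. Rate constants are normalized to DMSO controls.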
PKM2 act: PKM2 (human) enzyme activation | P14618 | 260,000 compounds, 0.34% hits | Potency, µM (highest dose often 57.5 µM), for inactives: top-dose activation, usual class: activators | purified PKM2, Kinase-Glo ATP luminescence, activation; response scale: 0% is enzyme alone, no compound; note: potency is the fitted concentration of half-maximal effect; nearly all actives have a fitted effect of over 55% in size
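hPK-M2, >95% pure; 0.1 mM ADP / 0.5 mM PEP final; imidazole pH7.2 buffer w/ 7 mM MgCl2, 50 mM KCl; 1 h RT; Kinase-Glo lum. Intermediate enzyme activity for dual inhibitor/activator qHTS.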
Giardia killer: Giardia lamblia killing; Giardia lamblia trophozoite viability; activity change, % at 7.66 µM, hits read low; 340,000 compounds, 0.15% hits; AID 540267; in the data active = activity change below about -80%; inconclusive = between about -30% and that limit;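 note: parasites exposed to compound for two days anaerobically before the ATP read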
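Luminescence from cellular ATP indicates surviving trophozoites (100 cells/well) following 48 hrs anaerobic compound treatment at 37 deg C; signal develops 15-30 min at room temperature.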
GALK inhibitor: inhibitors of human galactokinase. Potency, µM (top dose mostly 57.5 µM), for inactives: at the highest dose activity change, negative = inhibition, most hits filed as inhibitors. Purified GALK, Kinase-Glo residual ATP luminescence. P51570. 270,000 compounds, 0.007% hits; note: potency is the fitted concentration of half-maximal effect
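Human GALK (5 nM) with 35 uM ATP and 100 uM galactose in 20 mM HEPES pH 8.0, 5 mM MgCl2, 60 mM NaCl, 1 mM DTT, 0.01% BSA. After 1 h at room temperature, leftover ATP was read by Kinase-Glo Plus luminescence.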
BCR signal inh: blocks chronic active B-cell receptor signaling. ABC-DLBCL IkBa-CBG/CBR reporter, luminescence ratio, 4 h. Potency, µM (top dose mostly 46.1 µM), without a hit: at the highest dose ratio change, negative = lower green/red ratio, most hits filed as inhibitors. 340,000 compounds, 0.05% hits; active = well fitted inhibition curve with a large enough effect in the signal ratio, with a control signal flat, not every such curve was filed as active; inconclusive = small, poorly fitted or top-dose-only effect, or effect the other way, or a change in a side signal; the % refers to the signal ratio;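 note: potency is the fitted concentration of half-maximal effect; plate controls were basal doxycycline-induced cells for no effect and cells given 10 µM MG132 for full effect; MG132 reads +100%, hits lower the ratio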
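Concentration-response series (up to 46 uM) were applied to TMD8 dual-reporter cells for 4 h at 37C with doxycycline. Green/red ratio, after filter-overlap correction, defined %Activity; red signal alone was normalised to basal cells and zero luminescence.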
KCNH2 3.1 block: inhibitors of human KCNH2 3.1 potassium channel isoform; 340,000 compounds, 0.95% hits; AID 720553; U2OS KCNH2 3.1, thallium flux FluxOr; stronger effect = lower value; activity change, % (tested at about 1.8 µM);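 active = maximum activity change below -70%; inconclusive = maximum activity change from -70% to -50%; inactive = maximum activity change above -50%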;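 note: thallium influx rate constant from kinetic fluorescence after stimulation buffer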
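U2OS cells transduced with KCNH2 3.1 mutant virus (1.77 x 10^8 /mL, 4 h), plated overnight at 37 C, loaded 45 min with FluxOr dye plus Red40 quencher. Thallium flux rate constant from kinetic reads after stimulation buffer, normalised to controls.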
B2AR arrestin: recruits beta-arrestin to the human beta2-adrenergic receptor. P07550. beta-arrestin recruitment to beta2AR, cell-based reporter. Potency, µM (highest dose often 46.1 µM), for inactives: at the top dose activation, usual class: activators. 330,000 compounds, 0.02% hits. AID 492947;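 note: potency is the fitted concentration of half-maximal effect; 0% = DMSO controls and full agonism = EC100 isoproterenol or metaproterenol; nearly all actives have a fitted effect of over 65% in size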
Eya2 phos inh: inhibitors of human Eya2 phosphatase activity; Potency, µM (top dose mostly 76.9 µM), without a hit: top-dose activity, negative = inhibition, usual class: inhibitors; recombinant Eya2, OMFP fluorescence dephosphorylation (OMFP is methylfluorescein phosphate); 330,000 compounds, 0.006% hits; note: potency is the fitted concentration of half-maximal effect
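Eya2 protein (added as 0.2 uM solution) was preincubated with compound for 10 min at ambient temperature in 50 mM HEPES pH 7.5, 50 mM NaCl, 5 uM MgCl2, 0.05% BSA, 1 mM DTT. OMFP (added at 50 uM) then reacted 10 min; fluorescence read at 485/525 nm.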
The depositor's hits bear a star; u = inconclusive; x = no result given; [ ] = another dose, or the depositor's remark. Unless noted, calls come from the whole dose curve; as a rule, active = well fitted curve in the direction sought with a large enough effect; inconclusive = small, poorly fitted or top-dose-only effect, or another doubt; inactive = no such curve, though single readings can be large; an effect the other way counts as inactive or inconclusive. Unless noted, % is set by controls: 0 for no effect and ±100 for the full control effect.

1	CCCCCc1cc(=O)oc2c(C(CCN3CCCC3)c3ccc(N(C)C)cc3)c(OC)cc(OC)c12 (configuration not stated)
2	C(=N\N(c1ccccc1)c1ccccc1)/c1ccccn1
3	O=C(CN1CCN(c2ccccc2O)CC1)NC(=O)NC1CCCC1
4	COc1ccc(S(=O)(=O)N2CCCCC2)cc1
5	O=C(Oc1ccc2ccc(=O)oc2c1)N1CCOCC1
6	CC1Cc2ccccc2N1S(=O)(=O)c1cccc(C(=O)NCc2ccco2)c1 (configuration not stated)
7	CCN(CC)CCCNC(=O)c1ccc(CS(=O)(=O)c2ccccc2OC)o1
8	Cc1cccc(C(=O)NNC(=O)c2ccc(F)cc2)c1

compound no.	1	2	3	4	5	6	7	8
uPA surface inh	u	-1%	4%	2%	5%	-2%	7%	13%
GALK inhibitor	4%	-1%	8%	1%	0%	x	1%	x
BCR signal inh	-11%	0%	-11%	-2%	1%	0%	4%	u
Giardia killer	11	-6	37[activator]	5	45[activator]	15	0	4
USP2a block	3%	u	-1%	4%	0%	2%	0%	3%
KCNH2 WT inh	-6	2	0	-9	9	-18	-1	-2
Coupling enz	4	0	-1	0	0	x	1	2
KCNH2 3.1 block	-8	-11	14	16	-11	1	-4	2
B2AR arrestin	0.2%	-0.4%	0.1%	-0.5%	-0.7%	-0.6%	-0.2%	2.5%
Eya2 phos inh	0%	-11%	-1%	-3%	24%	0%	u	6%
PKM2 act	-2%	-1%	0%	-3%	0%	x	x	0%

9	Cc1c(C(=O)NC(=S)Nc2ccc(NC(=O)c3cccs3)cc2)oc2ccccc12
10	CN(Cc1cccc(C(F)(F)F)c1)C(=O)C1CCC(=O)N(CC2CCCCC2)C1 (configuration not stated)
11	O=C(Cn1cnc2c(nnn2Cc2ccc(Cl)cc2)c1=O)N1CCCc2ccccc21
12	CCOC(=O)c1cc(OC(=O)c2ccccc2OC)n(-c2ccccc2)n1
13	CCOC(=O)C1(CC2CC2)CCN(Cc2ccc3cccc(F)c3n2)CC1
14	COc1ccc(C(=O)Nc2sc(C)c(-c3ccccc3)c2C#N)cc1OC
15	CCOC(=O)Cc1nn(Cc2nc(-c3ccc(C#N)cc3)cs2)c(=O)c2ccccc12
16	COc1ccc(NS(=O)(=O)c2cccc(NC(=O)NC3CCCCC3)c2)cc1

compound no.	9	10	11	12	13	14	15	16
uPA surface inh	1%	-2%	11%	x	-6%	-3%	2%	-4%
GALK inhibitor	-1%	1%	-2%	1%	-1%	-4%	-3%	-4%
BCR signal inh	-1%	u	-1%	9%	1%	u	-10%	0%
Giardia killer	-17	-4	-8	7	-7	-9	7	-9
USP2a block	0%	1%	1%	1%	6%	-2%	4%	-3%
KCNH2 WT inh	13	5	28	0	41	-10	6	8
Coupling enz	7	2	0	4	-2	-5	0	0
KCNH2 3.1 block	-22	5	1	-10	-11	-8	-11	1
B2AR arrestin	0.2%	-0.1%	-0.7%	-0.2%	0.4%	-1.0%	0.1%	-0.2%
Eya2 phos inh	10%	0%	2%	-23%	13%	7%	12%	0%
PKM2 act	u	5%[0.46 µM]	3%	9%	1%	-12%	0%	-5%

Only KCNH2 3.1 block, BCR signal inh and uPA surface inh (3 entries from above):
cpd | molecule | KCNH2 3.1 block | BCR signal inh | uPA surface inh
13 | CCOC(=O)C1(CC2CC2)CCN(Cc2ccc3cccc(F)c3n2)CC1 | -11 | 1% | -6%
14 | COc1ccc(C(=O)Nc2sc(C)c(-c3ccccc3)c2C#N)cc1OC | -8 | u | -3%
15 | CCOC(=O)Cc1nn(Cc2nc(-c3ccc(C#N)cc3)cs2)c(=O)c2ccccc12 | -11 | -10% | 2%

Next part.
17	CC1(C)O[C@@H]2[C@@H](CO[C@@]3(COS(N)(=O)=O)OC(C)(C)O[C@@H]23)O1
18	O=C(NCc1n[nH]c(=S)n1-c1cccc(Cl)c1)c1ccc(S(=O)(=O)N2CCCC2)cc1
19	CCc1ccc(C(=O)CSC2=C(C#N)C(c3ccco3)C(C(C)=O)=C(C)N2)cc1 (configuration not stated)
20	CCCCn1c(SCC(=O)c2ccc(OC)c(OC)c2)nc2cc(S(N)(=O)=O)ccc21
21	CN(C)CCSc1nnc2sc3ccccc3n12
22	CCN(CC)c1ccc(N=Nc2nn(C)c(C)c2[N+](=O)[O-])cc1
23	COc1ccccc1Nc1nc(Cl)nc(NC(C)(C)C)n1
24	COc1cccc(-c2noc(C3CCCN(S(=O)(=O)c4cccc(Cl)c4C)C3)n2)c1 (configuration not stated)

compound no.	17	18	19	20	21	22	23	24
uPA surface inh	x	x	x	0%	9%	-10%	-5%	x
GALK inhibitor	0%	1%	x	0%	-2%	0%	-8%	2%
BCR signal inh	1%	11%	17%	u	2%	u	8%	-1%
Giardia killer	x	-6	7	-11	-5	-6	12	-5
USP2a block	2%	0%	0%	1%	3%	-2%	10%	2%
KCNH2 WT inh	x	-36	x	4	-4	-125*	-1	5
Coupling enz	-1	0	-6	-13	0	-5	1	-7
KCNH2 3.1 block	x	0	x	-22	-3	3	6	7
B2AR arrestin	0.0%	0.5%	0.0%	-0.9%	0.1%	-1.0%	-0.1%	-0.3%
Eya2 phos inh	8%	5%	0%	-28%	-11%	-9%	2%	15%
PKM2 act	1%	-10%	5%	28%	-14%	-13%	0%	0%

25	Cc1ccc(C)[n+](CC(=O)c2ccc(-c3ccccc3)cc2)c1
26	NC(=O)c1oc2ccccc2c1NC(=O)c1ccc(F)cc1
27	CCOC(=O)C1(Cc2cccc(OC)c2)CCN(C(C)COC)CC1 (configuration not stated)
28	COc1ccc(NC(=O)Cn2ccc(C(F)(F)F)n2)cc1S(=O)(=O)N1CCOCC1
29	Cc1ccnc(NC(=O)c2cccc3ccccc23)c1
30	CCc1nnc(NC(=O)c2cccc(S(=O)(=O)N(C)c3ccccc3)c2)s1
31	CC(NC(=O)c1ccccc1)C(=O)OCC(=O)c1c(N)n(C)c(=O)n(C)c1=O (configuration not stated)
32	O=C(CSc1nnc(Cc2ccccc2)o1)c1ccc(F)cc1

compound no.	25	26	27	28	29	30	31	32
uPA surface inh	-7%	-6%	6%	5%	3%	1%	3%	-2%
GALK inhibitor	6%	1%	-1%	x	-6%	1%	x	-2%
BCR signal inh	-3%	u	0%	1%	-2%	u	0%	14%
Giardia killer	-1	-12	5	3	-12	-6	-18	-11
USP2a block	-4%	0%	0%	0%	0%	-1%	5%	0%
KCNH2 WT inh	6	-7	11	6	-9	1	-4	-2
Coupling enz	3	4	-3	x	x	7	x	6
KCNH2 3.1 block	-47	-5	5	13	-5	1	-5	2
B2AR arrestin	-0.1%	-1.0%	0.5%	0.5%	-0.3%	-0.9%	-3.8%	0.1%
Eya2 phos inh	-5%	-20%	-7%	u	8%	-15%	-1%	-9%
PKM2 act	-1%	1%	3%	x	-10%	-3%	x	0%

33	COc1ccc(C2C(C#N)=C(N)Oc3cc(C)[nH]c(=O)c32)cc1OC (configuration not stated)
34	COc1c(Cl)cccc1-c1cn2ccc(C)cc2n1
35	COc1cc(C2C3=C(Nc4nc(N)[nH]c(=O)c42)c2ccccc2C3=O)ccc1O (configuration not stated)
36	Cc1ccc2c(Cl)c(C(=O)NCc3cccnc3)sc2c1
37	COc1ccc(CC(=O)NNC(=O)CSc2nnc(C)n2-c2ccccc2)cc1
38	Cc1ccc(C(=O)OCC(=O)N2c3ccccc3NC(=O)C2(C)C)cc1S(=O)(=O)N1CCCCC1
39	Cc1cc(C)nc(NC(=O)/C=C/c2ccc(Cl)cc2)n1
40	N#Cc1c(NC(=O)CSc2n[nH]c(N)n2)oc(-c2ccccc2)c1-c1ccccc1
41	CC1CN(c2ccc([N+](=O)[O-])cn2)CC(C)O1 (configuration not stated)

compound no.	33	34	35	36	37	38	39	40	41
uPA surface inh	-3%	-6%	1%	x	9%	7%	-5%	-3%	1%
GALK inhibitor	4%	4%	-1%	-1%	0%	x	10%	-1%	-3%
BCR signal inh	0%	u	16%	7%	0%	-4%	u	u	13%
Giardia killer	16	u	6	4	-4	-22	-1	-26	7
USP2a block	0%	0%	-8%	-1%	-1%	-1%	3%	6%	-13%
KCNH2 WT inh	5	-15	-6	7	-1	-3	-2	-7	3
Coupling enz	-2	-21	-2	1	-2	x	0	5	0
KCNH2 3.1 block	17	-5	8	20	0	-14	-3	3	-2
B2AR arrestin	-0.9%	-0.2%	0.1%	0.0%	0.2%	0.0%	-1.1%	-0.1%	-0.5%
Eya2 phos inh	-8%	-2%	-7%	-26%	10%	-3%	-2%	-32%	-28%
PKM2 act	-2%	-20%	14%	10%	3%	x	-8%	0%	9%

Some values from the results shown:
Value for entry 35 under Giardia killer: 6
Value for entry 41 under BCR signal inh: 13%
Value for entry 33 under GALK inhibitor: 4%

Source: PubChem (National Center for Advancing Translational Sciences (NCATS))
